# Screening data (PubChem BioAssay)
# PPARg SRC3 recr = promotes SRC-3 coactivator recruitment by human PPARgamma; P37231; biochemical PPARgamma/SRC-3 coactivator recruitment assay; activation, % at 8 µM; hit rate 0.26% among 200,000; in the data active means activation above about 23%;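 further: 0% = DMSO and 100% = reference agonist; some compounds past the cut are filed as inactive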
# Target sequence (P37231 whole entry, looked up): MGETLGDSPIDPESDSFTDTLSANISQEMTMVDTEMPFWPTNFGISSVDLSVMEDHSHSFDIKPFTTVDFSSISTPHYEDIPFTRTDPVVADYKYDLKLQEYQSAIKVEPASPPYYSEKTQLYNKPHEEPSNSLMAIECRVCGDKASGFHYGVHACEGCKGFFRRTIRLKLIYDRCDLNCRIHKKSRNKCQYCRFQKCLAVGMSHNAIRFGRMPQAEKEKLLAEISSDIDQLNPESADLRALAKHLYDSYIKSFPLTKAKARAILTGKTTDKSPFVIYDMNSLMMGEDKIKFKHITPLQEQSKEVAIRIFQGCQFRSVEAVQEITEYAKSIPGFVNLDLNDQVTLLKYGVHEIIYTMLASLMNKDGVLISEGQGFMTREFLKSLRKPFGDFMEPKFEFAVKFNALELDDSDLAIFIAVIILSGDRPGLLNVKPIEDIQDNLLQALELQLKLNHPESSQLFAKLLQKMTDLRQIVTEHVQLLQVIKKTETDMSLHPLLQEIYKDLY
# PMI act hi M6P = activators of human phosphomannose isomerase at near-saturating mannose 6-phosphate; activation factor at 20 µM; AID 1216; P34949; coupled PMI enzyme assay, resazurin fluorescence, 20 min; stronger effect = higher value; 1 = untreated enzyme, 0 = substrate-free blank; hit rate 0.34% among 190,000;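 active means activation factor of 2 or more at 20 µM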
#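 Test system: human phosphomannose isomerase with PGI, G6PDH, diaphorase coupling enzymes; amount: 15 ng/mL PMI; incubation: enzyme reaction with compound 20 min at room temperature; technique: resorufin fluorescence (Ex 544/Em 590 nm) from resazurin via diaphorase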
# G6PDH counter = L. mesenteroides G6PDH inhibition counter-screen; inhibition, % at 5 µM; hit rate 0.12% among 200,000; Purified L. mesenteroides G6PDH, diaphorase/resazurin coupled fluorescence, 45 min; in the data active means inhibition above about 50%
# S1P3 antag = blocks the human S1P3 receptor | CHO S1P3 NFAT-BLA reporter, FRET fluorescence, antagonist mode | hit rate 0.27% among 170,000 | inhibition, % at 4.98 µM | Q99500;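 active means inhibition above the plate cutoff, the mean inhibition of test wells on that plate plus 3 SD, cut at about 28% in these data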;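 further: cells challenged with S1P at its EC80 of 0.8 µM; blue over green emission ratio from cleaved BLA substrate after 4 h stimulation; 0% = S1P-stimulated wells and 100% = unstimulated DMSO-only wells; some compounds past the cut are filed as inactive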
# Target sequence (Q99500 whole entry, looked up): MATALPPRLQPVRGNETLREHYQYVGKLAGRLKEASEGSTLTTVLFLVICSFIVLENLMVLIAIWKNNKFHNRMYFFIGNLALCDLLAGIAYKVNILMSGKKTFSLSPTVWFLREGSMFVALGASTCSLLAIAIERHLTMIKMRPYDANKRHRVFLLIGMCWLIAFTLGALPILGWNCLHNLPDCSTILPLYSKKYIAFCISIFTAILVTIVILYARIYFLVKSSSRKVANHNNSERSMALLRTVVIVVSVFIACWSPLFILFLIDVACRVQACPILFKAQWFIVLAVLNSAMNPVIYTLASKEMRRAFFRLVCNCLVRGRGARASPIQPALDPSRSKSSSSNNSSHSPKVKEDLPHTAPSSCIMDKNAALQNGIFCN
# Diaphorase act = diaphorase activation or chemical reduction counter-screen; Diaphorase/resazurin coupled assay, resorufin fluorescence, 16 min; stronger effect = higher value; 1 = vehicle wells, 0 = NADH-free wells; activation factor at 20 µM; AID 1229; hit rate 0.005% among 190,000;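 active means diaphorase activity raised at least twofold by the compound at 20 µM; inactive means activation factor below 2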
#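 Material: bacterial diaphorase enzyme (C. kluyveri); amount: enzyme 0.07 U/mL final; reagent: NADH substrate 0.114 mM plus resazurin dye 0.1 mM, final; doses: single compound dose of 20 µM, 1% DMSO final; timing: 16 min enzyme reaction, ambient temperature; measured by: fluorescence of resorufin, 544 nm excitation, 590 nm emission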
# PMI act = activators of human phosphomannose isomerase. P34949. purified human PMI, coupled resazurin fluorescence, 20 min; stronger effect = higher value; 1 = vehicle control, 0 substrate-free wells. AID 1214. hit rate 0.005% among 190,000. activation factor at 20 µM;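 active means activation factor of 2 or more at 20 µM, relative to plate controls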
# PPARg SRC-1 ag = promotes SRC-1 coactivator recruitment by human PPARgamma; PPARgamma-SRC-1 coactivator recruitment biochemical assay; P37231; hit rate 0.41% among 200,000; activation, % at 8 µM; in the data active means activation above about 19%;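 further: 0% = DMSO and 100% = reference agonist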
# ROMK primary = modulates human ROMK potassium channel activity | B-score at 10 µM | Tet-inducible ROMK, thallium flux fluorescence; actives lie on both sides | hit rate 2% among 130,000;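 active means signal ratio slope over the read window, or its plate-corrected B-score, at least 3 SD from the plate mean, either direction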;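 further: B-score of the F/F0 ratio slope over 7 to 12 s after thallium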
# TR-FRET SRC-2 ct = TR-FRET artefact, counter-screen to PPARgamma/SRC-2 agonist assay; stronger effect = higher value; TR-FRET ratio at 8 µM; hit rate 0.4% among 200,000; in the data active means TR-FRET ratio above about 2000; further: inactives centre near 1500
# Diaphorase inh = inhibits diaphorase or chemically oxidizes, flagging diaphorase assay artifacts; hit rate 0.69% among 190,000; diaphorase resazurin-to-resorufin fluorescence, NADH, 16 min; bacterial (C. kluyveri) enzyme, not human; AID 1217; inhibition, % at 20 µM;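 active means primary screen inhibition at 20 µM above a set limit, cut at about 50% in these data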;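 further: plate controls were DMSO with full reaction for no effect and wells lacking NADH for full effect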
#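 controls = No-NADH positive control and DMSO neutral control | system = Clostridium kluyveri diaphorase enzyme | timing = reaction incubation of 16 min at room temperature | signal = resorufin fluorescence 544/590 nm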
# PPARg SRC-2 ag = promotes SRC-2 coactivator recruitment by human PPARgamma; PPARgamma LBD-SRC-2 recruitment, biochemical; AID 1032; P37231; hit rate 0.34% among 200,000; activation, % at 8 µM; in the data active means activation above about 22%;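 further: 0% = vehicle and 100% = reference agonist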
# An asterisk follows results filed as active; . = not tested or not shown.
SMILES,PPARg SRC3 recr,PMI act hi M6P,G6PDH counter,S1P3 antag,Diaphorase act,PMI act,PPARg SRC-1 ag,ROMK primary,TR-FRET SRC-2 ct,Diaphorase inh,PPARg SRC-2 ag
O=S(=O)(NC1c2cccc3cccc(c23)C1Sc1ncccn1)c1ccc(Cl)cc1 (stereo not given),-2,0.9,-21,2,0.8,0.9,-6,-0.24,1356,23,-6
Cn1c(SCC(=O)NC2CCCCCC2)nnc1-c1cccs1,-3,0.9,8,24,0.8,0.9,0,0.8,1569,15,5
Nc1nc(-c2ccccc2)nn1C(=O)Cc1ccccc1,-2,0.9,0,-15,0.9,0.9,12,0.23,1883,11,14
O=C1CSC(c2cccc([N+](=O)[O-])c2)N1c1ccccc1 (stereo not given),2,1.1,6,-9,1,1.1,9,-0.49,1621,0,12
O=C(O)c1ncc(-c2ccccc2)cn1,-3,1.2,8,-8,0.9,1.2,3,.,1441,8,-2
CC1CCc2cc(F)cc3c(O)c(C(=O)NCC4CCCO4)c(=O)n1c23 (stereo not given),14,1.2,2,.,1.1,1.1,6,-1.9,1534,-6,9
COC(=O)C(NC(=O)c1ccc(F)cc1)(Nc1ncc(S(=O)(=O)c2ccc([N+](=O)[O-])cc2)s1)C(F)(F)F (stereo not given),3,0.9,2,.,0.8,0.9,8,.,1685,17,-2
COc1ccc(N2CCN(C(=S)Nc3cc(C)cc(C)c3)CC2)cc1,6,0.9,11,.,1,0.9,10,.,1539,4,9
O=C(CCC1CCCCC1)Nc1cccnc1,2,1.1,1,.,0.9,1,-1,0.13,1485,7,-5
O=S(=O)(NC1CCCCCC1)c1cccc2cccnc12,3,1,4,-17,0.9,0.9,5,-2.8,1573,8,6
CC(=O)c1cc2cc(O)ccc2o1,6,1,6,-28,1,1,1,1.9,1560,-4,-2
O=Cc1c(N2CCN(c3cccc(Cl)c3)CC2)nc2ccccn2c1=O,7,0.9,-39,.,0.8,0.9,9,.,1698,21,10
Clc1ccc(-n2cc(COCc3ccccc3)nn2)cc1,3,1,5,-10,1,1,4,-0.19,1451,4,4
CC(C(=O)Nc1ccc(S(=O)(=O)N2CCCCC2)cc1)N1CCN(c2ccccn2)CC1 (stereo not given),1,1,2,-10,1,1.1,2,-0.97,1540,-5,8
CC(=O)CSc1nc2ccccc2o1,1,1,-1,.,0.8,1,4,.,1489,20,6
Cc1cc(C)n(CCC(=O)N/N=C/c2ccccc2O)n1,2,1,17,7,0.9,1,-1,.,1701,13,2
CNC(=S)N/N=C/c1cn(CCOc2cccc(OC)c2)c2ccccc12,-3,1.1,-6,-6,0.8,1.1,6,-0.029,1541,20,8
CCOCCCNC(=O)C(c1ccc(OC)cc1)N(Cc1cccs1)C(=O)CNC(C)=O (stereo not given),0,0.8,5,-4,0.9,1,-3,0.51,1528,11,3
Cc1cc(C(C)(C)C)cc(C)c1N,-3,1.2,1,3,0.9,1.2,3,0.91,1582,11,-1
COC(=O)c1c(NC(=O)Cn2nc(C(F)F)cc2C(F)F)sc(C)c1C,-3,1,5,.,0.9,0.9,-6,.,1489,10,0
CSC(=NS(=O)(=O)c1ccc(C)cc1)SC,14,1.1,4,3,0.9,1.1,4,0.31,1435,10,5
CSc1ccc(CN(C)CC(=O)NCc2ccc(F)cc2)cc1,0,0.9,-2,30*,0.9,1,2,-0.89,1574,10,-8
CCOC(=O)c1cc(-c2ccccc2)n(CC(=O)N2CCCC2)c1C,-4,1,3,-4,0.9,1,14,.,1722,14,0
O=C(Nc1cccnc1)Nc1ccc(Br)cc1Cl,-4,0.9,-12,12,1,1,0,-0.78,1515,1,2
COC(=O)c1ccccc1NC(=O)Nc1nnc(N2CCCCC2C)s1 (stereo not given),1,1,10,-11,0.9,1,-5,0.041,1420,14,-2
CC1C(c2ccccc2)=[N+]([O-])C2(CCCC2)N1O (stereo not given),0,1.1,1,-4,0.9,1.1,-1,0.28,1802,5,5
CC1CCCCN1Cc1nc2c(c(=O)n(C)c(=O)n2C)n1CCCc1ccccc1 (stereo not given),-4,.,.,0,.,.,-9,-0.4,1283,.,-5
Cc1ccccc1C(=O)c1c[nH]c(C(=O)N2CCN(c3ccccc3F)CC2)c1,6,1.1,1,1,0.8,0.9,2,-0.44,1730,17,10
COc1cccc(C2CCCCN2Cc2nc(-c3ccc(C)o3)oc2C)c1 (stereo not given),1,0.9,7,-7,0.9,0.8,6,.,1810,12,6
COCc1cc(C)nc2sc3c(=O)n(-c4cccc5ccccc45)nnc3c12,-2,1.1,4,.,0.9,1,8,0.4,1605,8,5

# Grouped by structure: those above with an aryl methoxy group.
SMILES,PPARg SRC3 recr,PMI act hi M6P,G6PDH counter,S1P3 antag,Diaphorase act,PMI act,PPARg SRC-1 ag,ROMK primary,TR-FRET SRC-2 ct,Diaphorase inh,PPARg SRC-2 ag
COc1ccc(N2CCN(C(=S)Nc3cc(C)cc(C)c3)CC2)cc1,6,0.9,11,.,1,0.9,10,.,1539,4,9
CNC(=S)N/N=C/c1cn(CCOc2cccc(OC)c2)c2ccccc12,-3,1.1,-6,-6,0.8,1.1,6,-0.029,1541,20,8
CCOCCCNC(=O)C(c1ccc(OC)cc1)N(Cc1cccs1)C(=O)CNC(C)=O (stereo not given),0,0.8,5,-4,0.9,1,-3,0.51,1528,11,3
COc1cccc(C2CCCCN2Cc2nc(-c3ccc(C)o3)oc2C)c1 (stereo not given),1,0.9,7,-7,0.9,0.8,6,.,1810,12,6

# Continuation.
SMILES,PPARg SRC3 recr,PMI act hi M6P,G6PDH counter,S1P3 antag,Diaphorase act,PMI act,PPARg SRC-1 ag,ROMK primary,TR-FRET SRC-2 ct,Diaphorase inh,PPARg SRC-2 ag
CS(=O)(=O)c1cnc2c(-c3ccsc3)cnn2c1N,1,1.1,3,2,0.9,1,5,0.15,1459,7,-2
C=CCn1c(-c2cccn(Cc3cccc(Cl)c3)c2=O)n[nH]c1=S,-2,1,3,.,0.8,1.1,0,.,1285,19,7
COc1ccc(CN(C(=O)c2snc(C(N)=O)c2N)C(C(=O)NC(C)(C)C)c2ccco2)cc1 (stereo not given),12,1,2,18,0.9,1,7,-0.63,1524,10,3
CC(C)Cn1nc(NC(=O)C(C)(C)C)c2cc3ccccc3nc21,6,0.9,7,.,0.7,1,11,0.28,1513,31,5
CC(C)(C)C(=O)NC(Nc1cccc2cccnc12)C(Cl)(Cl)Cl (stereo not given),7,0.4,22,.,0.6,0.6,-5,0.84,1469,37,-5
CCCc1cc(=O)[nH]c(SCC(=O)Nc2ccc(Br)cc2Br)n1,1,0.9,11,-1,0.9,0.8,-5,-0.16,1617,7,5
CCOc1ccc(C2CC(c3cccc(OC)c3)Nc3nc(N)nn32)cc1 (stereo not given),-1,0.9,-11,-22,0.9,0.9,4,.,1473,7,2
O=c1cc(C(F)(F)F)c2sc(N3CCCCC3)nc2[nH]1,-9,0.7,12,6,0.8,0.8,2,1.5,1517,19,-2
O=C(Nc1c(C(=O)c2ccccc2)oc2ccccc12)c1cc(-c2ccccc2O)n[nH]1,0,1.1,8,5,1.1,1.1,4,-0.47,1632,-8,3
Cc1ccc(OCCCNCCO)c(Br)c1,7,1,5,.,1,1.1,-1,0.037,1407,-4,2
COC(=O)c1cn(C(=O)c2cccc(C)c2)c2ccccc12,-1,.,8,-10,.,.,3,-0.98,1371,.,-4
CC(C)=CC(=O)Nc1nnc(-c2ccccc2)s1,7,0.8,-9,.,0.8,0.8,-2,.,1455,22,1
O=C(CCSc1ccc(Cl)cc1)NCc1ccccn1,5,1,3,0,0.9,1,9,-0.0084,1564,11,3
Cc1ccc(C(=O)Nc2ccon2)cc1S(=O)(=O)N1CCOCC1,-3,1.1,0,.,1.1,1.1,0,.,1544,-14,-6
O=C(Cc1ccccc1)N1CCc2ccccc21,1,1,-4,.,1,0.9,5,0.54,1461,-3,1
CC1CC(C)CN(C(=O)CSc2nc(N)cc(=O)[nH]2)C1 (stereo not given),1,1.1,-2,-14,1,1,2,-1.8,1577,2,-4
Cc1cccn2c(=O)c(/C=N/O)c(N3CCOCC3)nc12,3,0.9,16,-2,0.9,0.9,2,.,1459,10,-1
CC1(C)OC(C(N)=O)C(C(N)=O)O1 (stereo not given),4,0.8,1,-84,0.9,0.9,6,.,1531,10,3
COc1cccc(C(=O)NCc2ccccc2OC)c1,-3,0.9,9,-14,0.9,1,-5,.,1629,10,0
CCN(CC)c1ccc2cc(C#N)c(=O)oc2c1,3,1,5,-2,1.1,1,3,.,1752,-8,9
FC(F)Oc1ccc(NC(=S)NCCc2ccccn2)cc1,-3,1.2,4,-9,1,1.1,5,-0.29,1569,-4,-1
COc1ccc(Cl)cc1S(=O)(=O)NC1CC(C)(C)NC(C)(C)C1,1,1,0,9,0.8,1,-1,-2.9,1492,21,-1
C/C(=N\NC(=S)NC(C)C)c1cccc([N+](=O)[O-])c1,4,1,-2,-19,0.8,1,-1,0.49,1729,16,10
O=C(CSc1nnc(-c2cccc(F)c2)o1)Nc1nncs1,1,1.1,12,-10,1.1,1.1,7,.,1586,-6,0
CC(=N)C1=C(O)CC(C)(C)CC1=O,-2,1,16,0,0.9,1,0,1.5,1589,8,2
O=C(OCC(=O)c1ccc(Cl)cc1Cl)c1ccc2c(c1)C(=O)N(c1cccc3ncccc13)C2=O,3,1.1,-3,.,1,1,3,.,1385,0,-1
C/C=C/Cn1c(N2CCCCCC2)nc2c1c(=O)[nH]c(=O)n2C,-1,1,4,-11,0.9,1,-1,-0.39,1512,10,-1
Cc1cccc(COCC(Cc2ccccc2)N2CCN(C(=O)c3ccc(Cl)c(Cl)c3)CCC2=O)c1 (stereo not given),2,1,12,-7,0.8,0.9,5,-2.6*,1406,20,10
O=C1CC(N2CCN(S(=O)(=O)c3ccc(Cl)cc3)CC2)C(=O)N1CCc1ccccc1 (stereo not given),4,0.8,-2,10,0.8,0.8,-8,.,1362,16,-9
CCOC(=O)N1CCC(N(CCN(C)C)C(=S)Nc2ccccc2OCC)CC1,-1,1,-4,-10,1.1,1.1,2,-0.068,1704,-6,10
COc1cccc(/C=C2/NC(=O)NC2=O)c1OCC(=O)Nc1ccccc1,0,1,-2,-7,1,1.1,-4,0.39,1631,4,3
